Screens from PubChem BioAssay.
Tn7 DDE FP: inhibitors of Tn7 peptide binding to fibrin DD(E), primary screen, biochemical, fluorescence polarization, human fibrin, Tn7 probe. Fibrinogen beta chain (Homo sapiens), P02675. FP displacement of FITC-Tn7 peptide from fibrin DD(E); 0% = median of compound wells per plate. inhibition, % at 8.3 µM. actives 0.13% (n = 370,000). AID 720508, 2013;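 active = inhibition above the mean of compounds falling within the control limits plus 3 SD of them, cut at about 14% in these data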;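 also: 0% = plate median of compound wells and 100% = 10 µM Aha-Tn7 peptide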
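Assay system: human fibrin DD(E). Input: DD(E) 2 µM final. Medium: Tris buffer with calcium and detergent, pH 7.8. Compound dosing: single point at 8.3 µM. Timing: 10 min plus 3 h, room temperature. Technique: fluorescence polarization of the labelled Tn7 tracer. Read-out: percent inhibition. Replicates: singlicate testing.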
HTRA1 inhibitor: HTRA1 serine protease inhibitors, primary screen, biochemical, fluorescence polarization, HTS; Q92743; recombinant HTRA1, FP-rhodamine activity-based probe; inhibition, % at 5.96 µM; actives 0.5% (n = 340,000); in the data active = inhibition above about 36%;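 also: 0% = enzyme with DMSO and 100% = wells lacking enzyme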
Target sequence (Q92743 whole entry, looked up): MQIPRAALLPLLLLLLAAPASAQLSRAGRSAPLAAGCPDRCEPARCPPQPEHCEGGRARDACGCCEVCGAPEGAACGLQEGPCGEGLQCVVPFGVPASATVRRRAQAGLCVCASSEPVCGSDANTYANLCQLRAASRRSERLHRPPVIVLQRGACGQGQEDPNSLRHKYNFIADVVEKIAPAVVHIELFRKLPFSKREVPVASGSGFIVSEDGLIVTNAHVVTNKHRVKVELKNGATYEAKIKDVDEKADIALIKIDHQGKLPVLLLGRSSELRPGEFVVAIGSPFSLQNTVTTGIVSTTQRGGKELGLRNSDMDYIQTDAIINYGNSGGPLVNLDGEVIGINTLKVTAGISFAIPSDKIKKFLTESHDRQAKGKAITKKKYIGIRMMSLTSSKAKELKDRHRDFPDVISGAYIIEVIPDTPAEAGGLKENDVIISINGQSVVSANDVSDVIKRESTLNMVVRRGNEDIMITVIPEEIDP
LEDGF integ inh: blockers of LEDGF/p75-dependent integrase strand transfer – biochemical, TR-FRET, high throughput, primary screen; HIV-1 integrase (with human LEDGF/p75); TR-FRET IN-LEDGF/p75 DNA integration, Eu/Cy5; inhibition, % at 3.7 µM; actives 0.64% (n = 370,000);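 active = inhibition above the screen-wide mean plus 3 SD, cut at about 13% in these data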;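 also: signal is the Cy5 over europium emission ratio at 671 and 618 nm; 0% = plate median of compound wells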
TDP2 inh: human TDP2 enzyme inhibitors, primary screen, biochemical, epi absorbance, recombinant enzyme | Tyrosyl-DNA phosphodiesterase 2 (Homo sapiens), O95551 | T5PNP hydrolysis, p-nitrophenol absorbance 415 nm | inhibition, % at 12.8 µM | actives 0.34% (n = 370,000) | AID 720702, 2013;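 active = inhibition above the mean of all tested compounds plus 3 SD, set per campaign, cut at about 25% in these data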;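 also: 0% = DMSO with enzyme and 100% = buffer with substrate but no TDP2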
Target sequence (O95551 whole entry, looked up): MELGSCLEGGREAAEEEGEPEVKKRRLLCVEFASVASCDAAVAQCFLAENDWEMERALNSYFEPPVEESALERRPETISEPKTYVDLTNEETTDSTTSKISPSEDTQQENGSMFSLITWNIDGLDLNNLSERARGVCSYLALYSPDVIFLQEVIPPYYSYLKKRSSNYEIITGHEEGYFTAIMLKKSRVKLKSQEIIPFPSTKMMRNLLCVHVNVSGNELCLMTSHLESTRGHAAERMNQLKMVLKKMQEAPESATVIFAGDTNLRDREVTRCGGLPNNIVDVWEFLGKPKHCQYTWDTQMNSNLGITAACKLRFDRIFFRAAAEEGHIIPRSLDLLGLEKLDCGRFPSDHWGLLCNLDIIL
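Test system: human TDP2 enzyme; Input: 120 nM TDP2 per well; Buffer or medium: Mg2+-containing Tris-HCl buffer, pH 7.5; Reagent: 5 mM T5PNP; Dosing: 12.8 µM single point, 1% DMSO; Incubation: reaction 2 h, 37 °C; Detection: p-Nitrophenol epi absorbance; Read-out: % inhibition relative to enzyme-containing and enzyme-free wells; Replicates: single well per compound.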
PG9 Ab binder: binders of HIV-1 gp120 antibody PG9, primary screen, biochemical, TR-FRET. HIV-1 gp120 / PG9 antibody interaction. TR-FRET gp120-PG9 antibody binding. inhibition, % at 6.7 µM. actives 0.43% (n = 360,000). AID 624416, 2012; in the data active = inhibition above about 8.5%
TCR CD3 inh: inhibitors of human TCR-CD3 interaction, primary screen, biochemical, fluorescence, TAMRA-labeled TCR probe; T-cell receptor (TCR); inhibition, % at 9.4 µM; actives 0.37% (n = 360,000); AID 651800, 2012; in the data active = inhibition above about 19%;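 also: recombinant mutant TCR 2C K166C tagged with TAMRA read by polarization; 0% = receptor in buffer alone and 100% = receptor with positive control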
mABHD4 FP: ABHD4 inhibitors, primary screen, biochemical, fluorescence polarization, mouse; (Lyso)-N-acylphosphatidylethanolamine lipase (Mus musculus), Q8VD66; purified mABHD4, FP-Rh probe fluorescence polarization; inhibition, % at 8.92 µM; actives 0.54% (n = 370,000); AID 720543, 2013;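 active = inhibition exceeding the mean over every tested compound plus 3 SD, cut at about 30% in these data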;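 also: 0% = plate median of compound wells and 100% = S159A mutant with DMSO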
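Assay system: mouse ABHD4 enzyme, wild type / Also added: fluorescent activity-based probe FP-Rh / Doses: single nominal dose of 8.92 µM, 0.89% DMSO final / Timing: 45 min compound pre-incubation plus 60 min probe step, 25 °C / Signal: FP readout, ex 525 nm / em 598 nm / Control set: S159A mutant/DMSO as 100%, compound-well median as 0%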
UHRF1 binding: UHRF1 methylated DNA binding inhibitors, primary screen, counter-screen for MBD2 inhibitor project, biochemical, TR-FRET, human UHRF1, single concentration. UHRF1 binding to methylated oligo. actives 0.75% (n = 370,000). inhibition, % at 4.4 µM; in the data active = inhibition above about 21%;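 also: UHRF1 SRA domain binding a hemimethylated CpG hairpin DNA probe; 0% = median of test compound wells and 100% = reference inhibitor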
PRMT1 FP inh: PRMT1 methyltransferase inhibitors, primary screen, biochemical, fluorescence polarization; AID 652257, 2013; Protein arginine N-methyltransferase 1 (Homo sapiens), Q99873; actives 1.3% (n = 370,000); inhibition, % at 2.79 µM; recombinant PRMT1, activity-based probe fluorescence polarization;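 active = inhibition above about 21% made by adding two undisclosed values, limit read from the data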
SIAE primary: human SIAE inhibitors, primary screen, biochemical, fluorescence polarization, FP-Rh probe, 1536-well HTS. SIAE FP-Rh probe binding. inhibition, % at 9.66 µM. actives 0.69% (n = 370,000). AID 1053197, 2014;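 active = inhibition above a cutoff: mean of compounds within the control limits plus 3 SD of those, cut at about 17% in these data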;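 also: 0% = plate median of compound wells and 100% = probe without SIAE protein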
* marks the source's active call; other numbers are inactive results; nt = not tested or not shown.

SMILES	Tn7 DDE FP	HTRA1 inhibitor	LEDGF integ inh	TDP2 inh	PG9 Ab binder	TCR CD3 inh	mABHD4 FP	UHRF1 binding	PRMT1 FP inh	SIAE primary
NC(=O)c1cc([N+](=O)[O-])ccc1NCc1ccc(C(=O)O)cc1	-6	-1	2	-9	-1.6	7	-3	-1	-2	1
CC(OC(=O)c1nsc(Cl)c1Cl)C(=O)NC(C)(C)C (centres undefined)	5	4	0	-9	0.3	10	6	0	-3	-2
COc1ccccc1-c1oc2ccccc2c1-c1ccc2cc[nH]c2c1	5	19	-1	4	0.1	4	-6	8	0	4
NS(=O)(=O)c1ccc(CCNS(=O)(=O)c2ccc(Cl)cc2)cc1	-3	0	-1	-5	-0.1	1	-3	2	2	-2
CCn1c(-c2cc(-c3cc(OC)ccc3OC)nc3ccccc23)n[nH]c1=S	-6	-4	6	-17	-0.4	0	-26	2	5	-5
COc1ccc(C)cc1S(=O)(=O)N1CCCC(C(=O)N2CCOCC2)C1 (centres undefined)	-10	4	1	6	-2.0	9	-6	-1	-1	-4
NC(=O)C1(c2ccccc2)OC1c1ccccc1 (centres undefined)	5	-3	-1	-6	-1.7	-3	-3	-3	0	-1
Cc1cc(NC(=O)Cn2nnc(-c3ccccc3NC(=O)c3ccccc3F)n2)no1	1	-7	-4	-13	1.1	8	-4	-3	-6	-7
Cc1nn2c(N)c(-c3ccccc3)cnc2c1-c1ccccc1	-3	0	-2	-8	3.8	10	-1	1	-3	5
COCC(=O)N(C)[C@H]1C[C@H]2c3[nH]c4c(-c5ccc6c(c5)OCO6)cccc4c3CCN2C(=O)[C@H]1[C@H](C)O	-1	nt	2	4	nt	nt	12	-1	-5	5
Cc1c(N=c2scc(-c3ccccc3)n2C)c(=O)n(-c2ccccc2)n1C	-5	-7	3	-10	-4.7	4	-3	0	-8	2
CC1CCCCC1NC(=O)c1ccncc1 (centres undefined)	1	3	-3	-3	-1.2	0	0	1	2	2
CC(C)(C)NC(=O)CN(C(=O)c1csnn1)c1cccc2c1CCCC2	-5	11	6	-7	-0.2	-1	-1	1	-1	6
O=C(Sc1ccc(Cl)cc1)c1cccc(Cn2cc(C(F)(F)F)ccc2=O)c1	0	1	-4	9	0.4	-10	4	1	4	-1
CCC(C)(C(=O)NC1CCCCC1)N(Cc1ccco1)C(=O)c1ccccn1 (centres undefined)	3	3	-2	6	-1.0	1	0	-2	-1	3
CC(C)c1c(C#N)c(N)nc(SCC(=O)c2cc3ccccc3oc2=O)c1C#N	-6	-5	-3	10	3.2	3	-4	-2	0	-3
CN(C)C(CNC(=O)c1cc(S(=O)(=O)N(C)c2ccc(F)cc2)ccc1Cl)c1ccco1 (centres undefined)	4	1	-6	-7	0.0	-11	6	2	4	0
CNC(=O)C1(C)C=CCN1C(=O)c1ccccc1 (centres undefined)	-3	-7	2	7	2.4	-7	9	-3	-5	3
CC(OC(=O)c1ccc(S(=O)(=O)N2CCCCC2)cc1)C(=O)NC1CCCCC1C (centres undefined)	-2	5	3	3	-1.4	7	-3	-2	-3	-10
CCN1C(=O)/C(=C\N2CCOCC2)SC1=S	1	7	0	0	1.9	3	10	1	-1	1
Cc1ccc(-n2c(C)nn(CC#N)c2=O)cc1	-3	3	1	-15	-0.8	-4	-6	4	-3	-2
NC(N)=NCCCC(NC(=O)c1ccccc1)C(=O)Nc1ccc([N+](=O)[O-])cc1 (centres undefined)	12	5	-6	3	-1.4	-6	-3	-1	6	-2
O=C(O)Cn1c2c(c3ccccc31)CCCC2	-1	3	5	-13	-0.3	-11	-5	3	11	0
Cc1cc(C)cc(NC(=O)COc2coc(CN3CCc4ccccc4C3)cc2=O)c1	-7	-4	-1	-17	0.1	-12	-5	2	-3	13
Cc1ccc(S(=O)(=O)N2CCCC2C(=O)N(C)Cc2cccs2)cc1 (centres undefined)	-3	-3	1	6	1.6	-6	-2	4	3	3

Next entries.
SMILES	Tn7 DDE FP	HTRA1 inhibitor	LEDGF integ inh	TDP2 inh	PG9 Ab binder	TCR CD3 inh	mABHD4 FP	UHRF1 binding	PRMT1 FP inh	SIAE primary
CC(=O)c1cccc(NC(=O)c2cccc3c(-c4cnn(C)c4)coc23)c1	-1	nt	2	3	-0.5	-6	-3	2	5	-13
Cc1ccc(S(=O)OCC(=O)Nc2cc(Cl)ccc2N2CCOCC2)cc1 (centres undefined)	-6	-10	-3	1	0.5	-6	3	0	0	0
COc1ccc(CC(N)c2csc(NC(=O)Nc3cccc(C(F)(F)F)c3)n2)cc1 (centres undefined)	-5	nt	9	-6	-0.5	-7	4	-1	-4	-4
COc1cccc(S(=O)(=O)NCc2ccc(C(=O)NCC3CCCO3)cc2)c1 (centres undefined)	-5	0	3	-5	-0.4	2	0	2	-2	5
CCCCN1CC(COCc2ccccc2)Oc2cccc(Oc3ccccc3)c2S1(=O)=O (centres undefined)	-1	-18	0	-2	0.0	1	-4	-3	-3	5
O=C1/C(=C/c2ccc(O)c(O)c2)Oc2cc(O)ccc21	-1	-38	8	9	-12	-8	20	-8	5	-74
CC(C)C(=O)OCC(=O)NCc1ccccc1Cl	-1	5	1	15	-0.1	8	3	2	-1	4
Cc1ccc(S(=O)(=O)NCCNC(=O)c2cc(OCC(F)(F)F)ccc2OCC(F)(F)F)cc1	5	1	-1	-4	-1.4	1	1	-4	1	-11
C=CCn1nnnc1SCC(=O)Nc1ccc(C(=O)OC)cc1	-2	-1	1	-3	-2.9	3	-3	-1	0	-4
C[C@@H]1CN([C@@H](C)CO)C(=O)Cc2cc(NC(=O)Nc3ccc(C(F)(F)F)cc3)ccc2O[C@@H]1CN(C)S(=O)(=O)c1ccc(Cl)cc1	0	-155	-1	-10	-1.4	48*	-91	0	-2	-155
Cc1ccc(C(=O)NNC(=O)C(C)Sc2nc(N)cc(N)n2)cc1 (centres undefined)	5	6	0	-4	0.9	0	-1	21*	3	4
CN1Cc2nnn(Cc3ccccc3)c2-c2cc(N3CCCC3)ccc2S1(=O)=O	-7	nt	-1	4	nt	nt	-3	-5	-5	-2
CC1=C(C(=O)Nc2ccc(C(=O)NCCCN3CCCCC3)cc2)SCCO1	4	1	-4	-1	1.7	-5	3	-1	1	6
CS(=O)(=O)c1cc(C(=O)O)cc(NCc2ccccc2)c1Oc1ccccc1	-9	-1	2	9	0.0	5	4	-1	-3	2
COc1ccc(NS(=O)(=O)c2ccc(C)c(C(=O)NCC(c3ccco3)N(C)C)c2)cc1 (centres undefined)	1	0	1	-3	-1.3	12	-1	0	-2	7
O=C(CN1CCN(c2ccccn2)CC1)Nc1ccc(F)cc1F	4	3	0	-2	2.2	-5	-1	0	2	0
Cc1ccc(NC(=O)COC(=O)c2ccc(S(=O)(=O)NCc3ccco3)cc2)cc1	4	-5	2	-12	-2.6	2	-6	-1	-4	-7
CCOc1cccc(OCCOc2ccccc2[N+](=O)[O-])c1	4	-17	-4	1	-1.1	3	-4	-3	-1	3
CC(=O)N(c1ccc(Cl)cc1)c1cn(C(C)=O)c2ccccc12	1	-6	-2	8	-2.4	-4	-2	0	-2	-2
COc1ccc(C2=NN(S(C)(=O)=O)C(c3cccs3)C2)cc1 (centres undefined)	-4	0	1	-4	-0.2	-5	-4	1	-2	0
O=C(Oc1ccc(-c2nnco2)cc1)C1CCN(C(=O)c2ccc(F)cc2)CC1	-3	6	-2	2	0.1	-5	3	11	8	5
CC1(C(=O)NCC2CCCCC2)CCN1CCc1ccccc1 (centres undefined)	4	nt	-1	2	1.2	8	-1	1	1	2
Cc1occc1-c1nnc(SCC(=O)Nc2ccccn2)o1	1	1	3	11	1.1	-4	1	17	-4	3
C/C(=N\NC(=O)c1ccc(F)cc1)c1ccc(NC(=O)Cc2ccccc2)cc1	0	3	5	-11	-1.4	2	6	-5	-3	2
CC1=NN(C(N)=S)C(=O)C1N=Nc1ccccc1C(=O)O (centres undefined)	-8	-1	3	-7	-8.6	9	-4	-11	2	-3

Entries of single compounds, looked up by structure. Screens in order: Tn7 DDE FP	HTRA1 inhibitor	LEDGF integ inh	TDP2 inh	PG9 Ab binder	TCR CD3 inh	mABHD4 FP	UHRF1 binding	PRMT1 FP inh	SIAE primary
COc1cccc(S(=O)(=O)NCc2ccc(C(=O)NCC3CCCO3)cc2)c1 (centres undefined) across the screens: -5	0	3	-5	-0.4	2	0	2	-2	5
CCN1C(=O)/C(=C\N2CCOCC2)SC1=S across the screens: 1	7	0	0	1.9	3	10	1	-1	1

Going on with the list.
SMILES	Tn7 DDE FP	HTRA1 inhibitor	LEDGF integ inh	TDP2 inh	PG9 Ab binder	TCR CD3 inh	mABHD4 FP	UHRF1 binding	PRMT1 FP inh	SIAE primary
CCCCCC(C(=O)O)C(C)CC(=O)NC1CCCCC1 (centres undefined)	3	-2	0	-4	-2.8	0	-1	1	-3	3
O=C(COc1ccc(Br)cc1CO)Nc1ccccc1	-7	-3	-1	10	-0.2	2	-5	-1	-3	3
Cn1c(/C=N/n2cnnc2)nc2ccccc21	-3	2	-1	-3	-1.9	4	-8	3	-2	-8
CC(NC(=O)COc1ccc(-c2ccccc2)cc1)C1CCCO1 (centres undefined)	-3	1	-3	0	0.8	5	4	-2	2	5
CCOC(=O)c1cc(NC(=O)COc2ccc([N+](=O)[O-])cc2)cc(C(=O)OCC)c1	6	-2	-2	0	0.0	3	0	2	-2	0
Cc1occc1C(=O)NN=C1C2CC3CC(C2)CC1C3	-5	2	2	-1	-0.8	6	1	-1	0	8
COc1ccc2cc(C(=O)C3CCCN(C(=O)c4cncs4)C3)ccc2c1 (centres undefined)	0	-16	-2	4	-0.8	-6	5	1	1	9
CCOc1ccc(S(=O)(=O)N2CCCC(C(=O)NCC3CCCO3)C2)cc1 (centres undefined)	-4	4	4	12	2.5	2	-4	-3	-2	1
CNC(=S)NCCc1cc2c(OC)ccc(OC)c2[nH]c1=O	-6	8	-3	17	-0.6	-1	2	-3	0	-2
